Screening data as filed in PubChem.
LMP1 NFkB inh = EBV LMP1-driven NF-kappaB luciferase reporter inhibitors, primary screen, cell-based, luminescence, single point. actives 0.69% (n = 350,000). LMP1-induced NF-kappaB luciferase reporter cells. inhibition, % at 12.5 µM; in the data active means inhibition above about 41%;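 further: 0% = neutral control wells and 100% = reference inhibitor control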
NCOA3 inh = SRC3 coactivator transcriptional activity inhibitors, primary screen, cell-based, luminescence; actives 0.17% (n = 360,000); Nuclear receptor coactivator 3 (Homo sapiens), Q9Y6Q9; inhibition, % at 3.6 µM; HEK293 GAL4-SRC3 luciferase reporter;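 active means inhibition above a per-campaign cutoff, the mean of all compounds plus 3 SD, cut at about 60% in these data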;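 further: 0% = DMSO-treated cells and 100% = gossypol-treated cells at 36 µM; higher means less SRC3-driven luciferase light from the GAL4 reporter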
Shn3 3UTR inh = reduction of Shn3 3'UTR firefly luciferase signal, primary screen, Schnurri-3 inhibitor project, cell-based, Clone20 osteoblasts, set 2; inhibition, % at 12.5 µM; Clone20 osteoblast Shn3 3'UTR firefly luciferase, 24 h; actives 0.52% (n = 360,000);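 active means mean inhibition of at least 75% with every replicate also reaching 75%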;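 further: 0% = median of neutral control wells and 100% = pilot-screen positive control compound; some compounds past the cut are filed as inactive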
CF NFkB inh = inhibitors of PAF-induced NF-kB signaling, primary screen, cell-based, GFP fluorescence, uHTS. KKLEB NF-kB-GFP reporter, GFP fluorescence overnight. inhibition, % at 5 µM. actives 0.86% (n = 360,000);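 active means at least 50% inhibition at 5 µM, scaled per plate between neutral and stimulator controls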;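 further: PAF is a Pseudomonas aeruginosa culture filtrate used as stimulus; plate controls were PAF-stimulated DMSO wells for no effect and unstimulated DMSO wells for full effect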
TWEAK Fn14 block = inhibitors of TWEAK-Fn14 signaling, primary screen, luciferase reporter cells, uHTS; TWEAK-stimulated Fn14 reporter cells, luciferase luminescence, 8 h; inhibition, % at 10 µM; actives 2% (n = 360,000); AID 1159606, 2016; in the data active means inhibition above about 50%
SRC1 inh = SRC1 coactivator transcriptional activity inhibitors, primary screen, cell-based, luminescence | Nuclear receptor coactivator 1 (Homo sapiens), Q15788 | HEK293 GAL4-SRC1 luciferase reporter | inhibition, % at 3.6 µM | actives 0.12% (n = 360,000);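 active means inhibition above the campaign mean plus 3 SD, with each screening campaign given its own cutoff, cut at about 60% in these data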;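 further: 0% = DMSO treated cells and 100% = gossypol at 36 µM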
NR2F2 inh = NR2F2 transcriptional activity inhibitors, primary screen, cell-based, luciferase reporter, HEK293T, luminescence. actives 0.7% (n = 370,000). inhibition, % at 8.6 µM. HEK293T NGFI-A luciferase reporter. COUP transcription factor 2 (Homo sapiens), P24468;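 active means inhibition above a per-plate cutoff, mean inhibition of test wells between control levels plus 3 SD, cut at about 38% in these data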;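 further: cells cotransfected with COUP-TFII expression vector driving the NGFI-A reporter; 0% = median of COUP-TF2 test wells and 100% = reporter-only cells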
Target sequence (P24468 whole entry, looked up): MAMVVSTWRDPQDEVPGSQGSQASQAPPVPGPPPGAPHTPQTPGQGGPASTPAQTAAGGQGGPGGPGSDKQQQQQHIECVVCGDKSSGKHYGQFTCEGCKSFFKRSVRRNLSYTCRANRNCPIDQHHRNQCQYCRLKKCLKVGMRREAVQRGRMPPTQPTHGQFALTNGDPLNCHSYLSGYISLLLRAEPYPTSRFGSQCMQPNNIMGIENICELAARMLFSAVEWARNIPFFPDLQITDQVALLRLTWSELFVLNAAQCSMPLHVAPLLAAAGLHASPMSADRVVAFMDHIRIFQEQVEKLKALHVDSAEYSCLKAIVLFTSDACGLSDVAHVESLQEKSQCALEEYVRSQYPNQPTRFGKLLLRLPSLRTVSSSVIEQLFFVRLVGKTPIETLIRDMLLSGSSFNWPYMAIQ
TRAIL sens C8 = viability loss with TRAIL in NB7+C8 cells, primary screen, TRAIL sensitizer project, cell-based, ATPlite luminescence; inhibition (viability loss, TRAIL sensitization), % at 10 µM; actives 1% (n = 360,000);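 active means compounds causing at least 50% loss of cell viability in the single-dose screen, relative to plate controls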
TROY NFkB inh = inhibitors of TROY-driven NF-kB signaling, primary screen, Q293 LMP1-TROYcd cells, NF-kB luciferase, uHTS; AID 1347056, 2019; inhibition, % at 10 µM; actives 0.98% (n = 360,000); Q293 LMP1-TROYcd NF-kB luciferase reporter, 4 h;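 active means compounds whose plate-normalised and pattern-corrected inhibition of the luciferase reporter signal at the single screening dose is 50% or more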
LRH-1 inv ag = LRH-1 (NR5A2) inverse agonists, primary screen, cell-based, luminescence, HEK293T, StAR-luciferase reporter. actives 0.13% (n = 360,000). AID 602396, 2012. LRH-1 transfected, 24 h. inhibition, % at 3.6 µM;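 active means inhibition above the mean inhibition of all tested compounds plus 3 SD, cut at about 73% in these data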;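 further: 0% = DMSO wells and 100% = reporter-only cells lacking LRH-1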
Target sequence (O00482 whole entry, looked up): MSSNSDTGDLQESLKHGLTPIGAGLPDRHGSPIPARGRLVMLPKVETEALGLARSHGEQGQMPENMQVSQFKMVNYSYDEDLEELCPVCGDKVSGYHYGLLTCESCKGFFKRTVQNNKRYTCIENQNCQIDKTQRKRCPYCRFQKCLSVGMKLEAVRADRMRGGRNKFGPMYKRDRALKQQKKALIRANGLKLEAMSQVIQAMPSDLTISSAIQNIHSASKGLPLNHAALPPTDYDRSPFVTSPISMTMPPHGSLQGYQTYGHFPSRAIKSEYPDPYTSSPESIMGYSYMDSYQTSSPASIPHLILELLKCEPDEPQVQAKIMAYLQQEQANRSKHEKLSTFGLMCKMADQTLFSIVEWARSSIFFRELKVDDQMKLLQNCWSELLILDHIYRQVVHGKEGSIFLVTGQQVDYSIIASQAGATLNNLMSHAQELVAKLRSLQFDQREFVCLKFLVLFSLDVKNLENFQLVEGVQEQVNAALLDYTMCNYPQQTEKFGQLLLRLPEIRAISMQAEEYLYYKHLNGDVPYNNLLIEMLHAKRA
KKLEB tox = cytotoxicity in KKLEB CF airway cells, primary screen, cytotoxicity control for CF NF-kB inhibitor project, cell-based, uHTS, fluorescence assay plates. KKLEB CF airway cells viability, ATPlite luminescence, overnight; active compounds read low; cells stimulated with P. aeruginosa culture filtrate. activity change (cytotoxicity), % at 5 µM. actives 0.36% (n = 360,000). AID 602141, 2011;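 active means corrected activity change at or below -50% at 5 µM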
Active calls of the source: *; nt = not tested or not shown. An excerpt; the hit share may differ from the screen's.

SMILES	LMP1 NFkB inh	NCOA3 inh	Shn3 3UTR inh	CF NFkB inh	TWEAK Fn14 block	SRC1 inh	NR2F2 inh	TRAIL sens C8	TROY NFkB inh	LRH-1 inv ag	KKLEB tox
COc1ccc(NC2CCCN(C(=O)C3(C)CCCCC3)C2)cc1OC (stereo not given)	-2.0	6.4	8.5	7.8	5.2	-15.9	21.4	-18.3	20.3	-13.8	7.9
CCN1CCN(C(=S)Nc2ccc(Cl)c(Cl)c2)CC1	-13.4	10.3	38.9	17.5	9.1	-3.8	-18.2	-2.7	17.1	-2.7	3.7
Cc1ccc(S(=O)(=O)N2CCN(S(=O)(=O)N3CCCCC3)CC2)cc1	-3.9	7.9	-8.8	1.5	-13.2	-14.9	6.1	10.3	-17.5	-7.3	8.1
Cc1cc(F)ccc1Oc1cc(NN2CCCCC2)c([N+](=O)[O-])cc1[N+](=O)[O-]	7.6	-2.1	4.3	30.8	-9.0	-12.2	-4.0	-3.8	-5.6	0.3	-18.9
CCCCN(C(=O)C1CSC2(C)CCC(=O)N12)c1c(N)n(Cc2ccccc2)c(=O)[nH]c1=O (stereo not given)	-4.2	-20.6	0.8	21.8	-1.1	-4.1	-4.1	3.5	3.8	-6.9	-0.1
CCN1CCN(c2oc(-c3ccc([N+](=O)[O-])cc3)nc2C#N)CC1	nt	5.8	38.9	-23.3	-6.5	7.7	4.1	-15.8	2.5	10.9	11.3
Cc1ccccc1NC(=O)COC(=O)c1ccc(C)c(S(=O)(=O)N2CCCCC2)c1	-12.8	14.7	-17.9	-6.2	5.8	9.0	11.6	-7.3	-0.1	10.4	-3.6
O=C(CCCN=C1NS(=O)(=O)c2ccccc21)OCC(=O)c1ccc(Br)cc1	-6.4	8.4	16.7	-27.1	0.6	3.7	-7.5	-5.6	-10.7	-16.4	12.0
O=C(N/N=C/c1ccccc1Cl)c1ccncc1	1.9	-1.9	-3.0	-16.3	5.2	14.7	1.1	2.3	-23.3	0.5	10.0
Cc1cc(NC(=O)c2ccc3c(c2)OCO3)no1	-1.4	-55.6	-53.9	9.1	11.0	-89.8	-70.2	50.8*	-31.6	-116.5	-11.8
CC(=O)Nc1ccc(S(=O)(=O)NCC(=O)OCC(=O)N2CCCCCC2)cc1	-3.1	21.0	-6.9	8.2	-5.7	4.9	-18.3	1.7	-2.0	-15.5	18.3
O=C(CN1C(=O)NC2(CCCC2)C1=O)Nc1nc2ccccc2s1	-9.7	-24.8	-31.4	-7.1	-10.8	-30.2	-25.5	-4.1	-7.7	-33.5	-3.6
O=c1c(C(c2nnnn2C2CCCCC2)N2CCCCC2)coc2ccc(Cl)cc12 (stereo not given)	4.9	-3.6	20.6	25.7	35.0	-20.9	8.3	11.5	-7.0	-13.6	-45.5
O=[N+]([O-])c1cc2c(cc1CN1CCN(c3ccccc3F)CC1)OCO2	-6.6	-1.9	-5.8	13.2	-6.9	-11.4	8.2	17.2	-22.1	3.2	-6.6
CC1(C)OC(C)(C)/C(=C\c2ccc(OCC(N)=O)cc2)C1=O	8.4	-23.8	0.3	7.7	-2.3	-8.5	-2.3	-4.7	-3.6	20.6	5.7

Structures from the list above with fluorine, in the order listed:
SMILES	LMP1 NFkB inh	NCOA3 inh	Shn3 3UTR inh	CF NFkB inh	TWEAK Fn14 block	SRC1 inh	NR2F2 inh	TRAIL sens C8	TROY NFkB inh	LRH-1 inv ag	KKLEB tox
Cc1cc(F)ccc1Oc1cc(NN2CCCCC2)c([N+](=O)[O-])cc1[N+](=O)[O-]	7.6	-2.1	4.3	30.8	-9.0	-12.2	-4.0	-3.8	-5.6	0.3	-18.9
O=[N+]([O-])c1cc2c(cc1CN1CCN(c3ccccc3F)CC1)OCO2	-6.6	-1.9	-5.8	13.2	-6.9	-11.4	8.2	17.2	-22.1	3.2	-6.6

(next part)
SMILES	LMP1 NFkB inh	NCOA3 inh	Shn3 3UTR inh	CF NFkB inh	TWEAK Fn14 block	SRC1 inh	NR2F2 inh	TRAIL sens C8	TROY NFkB inh	LRH-1 inv ag	KKLEB tox
COc1ccccc1NC(=O)Cn1c(=O)c(N(C)C)c(N)n(C)c1=O	-31.7	-2.0	-40.5	9.4	-12.2	-11.2	17.7	1.1	4.8	10.0	-6.3
O=S1(=O)N=C(Oc2cccc3ccccc23)c2ccccc21	8.4	-9.4	-0.8	3.4	23.2	-17.0	-3.5	16.3	57.6*	1.9	-6.2
Cc1nn(C)c(Oc2ccccc2)c1CCNC(=O)CCl	4.3	5.1	-10.9	12.7	19.8	1.4	-9.4	4.7	20.2	-0.6	-12.7
CCNC(=O)COC(=O)c1sccc1C	3.3	-1.6	-6.1	-8.8	-5.3	-12.1	0.6	-0.4	-0.8	-18.5	-5.6
CN(CC(=O)Nc1cccc(F)c1)C(=O)c1sccc1-c1ccccc1	-2.6	12.0	2.9	15.5	6.6	2.6	4.8	-9.9	4.2	-10.7	-9.9
Cc1cc(C(=O)NCCc2ccccc2)c2cc(F)ccc2n1	2.0	7.6	-5.7	-18.0	-0.3	5.8	5.7	-4.6	-25.3	-17.8	15.5
Cc1noc(C)c1C(=O)N(C)C[C@@H]1OCc2ccccc2-c2c(n(C)c3ccccc23)C(=O)N([C@H](C)CO)C[C@H]1C	-3.5	-8.0	7.5	-22.1	16.5	0.5	-11.3	-15.2	1.4	-0.9	-6.5
CCc1nnc(NC(=O)C2CCCN(c3nc4ccccc4s3)C2)s1 (stereo not given)	-0.6	7.0	-10.0	8.1	-14.4	-19.4	4.7	-3.4	12.5	4.5	-5.4
CCOC(=O)C(C(C)=O)c1nc(C)nc2c1nnn2Cc1ccccc1Cl (stereo not given)	-15.9	-9.3	17.2	2.8	-13.1	-2.5	5.1	4.0	-5.3	4.5	-6.9
CCn1cc(C(=O)NCc2ccc(C)cc2)c(=O)c2cc(S(=O)(=O)N(C)C)ccc21	10.3	12.6	12.5	17.7	10.8	-5.5	3.4	-4.1	-3.9	2.5	-10.8
CCC(=O)Nc1cc(NC(=O)CSc2ncc(-c3ccc(F)cc3)n2Cc2ccco2)ccc1C	-29.7	-81.5	-44.4	-13.3	-23.7	-54.2	-19.3	19.0	-72.9	-45.0	11.2
Cc1ccc2c(c1)nnn2C1CCN(CC(=O)N2c3ccccc3CC2C)CC1 (stereo not given)	-0.1	16.7	-5.8	-16.1	-24.5	11.9	21.4	-0.7	12.9	19.2	-4.5
O=C(Cn1c(=O)n(Cc2ccco2)c(=O)c2c3c(sc21)CCCC3)Nc1ccccc1	-0.4	5.2	12.9	9.9	14.0	-1.5	3.0	-4.2	17.3	0.3	-0.3
CCOc1ncccc1C(=O)Nc1ccc2nc(C)sc2c1	-1.1	-36.3	-29.6	-18.6	-13.7	-32.4	-10.7	13.2	-25.2	-47.9	14.4
O=C1C(O)CC2c3ccccc3CC3(CCCC3)N12 (stereo not given)	6.3	18.1	8.8	-32.1	0.8	17.0	0.6	1.4	13.3	7.1	1.7
COc1ccccc1CCNC(=O)c1c(C)nn(CC(C)C)c1Cl	-10.9	5.9	-17.3	-9.8	-27.5	-18.7	4.0	3.1	-54.5	-43.3	10.5
C=CCN1C(=O)/C(=C\c2ccc(C)cc2)N=C1SCC(=O)NCCC	-1.5	3.4	-14.1	2.3	2.0	-3.8	-13.1	-0.1	-67.8	-19.0	-7.9
Cc1cc(Nc2ccc([N+](=O)[O-])cc2)c2ccccc2n1	7.9	3.6	31.5	-80.8	-21.9	-19.1	13.6	4.6	14.6	-13.9	9.1
CC(C)(C)NC(=O)C[C@H]1C[C@H](C(=O)N2CCCCC2)[C@@]2(CCc3ccccc3)c3[nH]c4ccc(Cl)cc4c3CCN2C1=O	4.6	9.3	18.7	2.1	36.0	0.0	-3.9	1.4	15.0	-2.7	-9.5
COc1ccc(Cn2cc(C(=O)c3ccccc3)c(=O)c3cc(OC)ccc32)cc1	-5.1	1.9	-3.1	-27.7	-17.5	-1.5	-0.3	0.3	6.1	-10.9	16.7
COC(=O)c1sccc1NC(=O)CSc1ccccc1NC(=O)CNC(C)C	-0.8	0.6	6.2	-5.9	1.9	5.6	-14.6	3.2	5.5	5.3	8.6
Nc1ccc(S(=O)(=O)Nc2cnc3c(Cl)cccc3n2)cc1	-97.4	-16.6	-60.8	-72.6	-51.8	-8.0	7.0	-5.5	-2.3	-6.5	14.0
C=CCC[C@@H](Cc1ccc(F)cc1)C(=O)OC[C@@H](Cc1ccccc1)NC(=O)[C@@H](CC=C)CC(=O)N[C@@H](CO)Cc1ccccc1	12.9	-14.8	21.7	5.7	4.6	0.7	-0.1	-21.1	-5.7	-16.3	-11.4
O=C(c1ccco1)N1CCN(C(=O)c2cc3c(=O)oc4ccccc4c3s2)CC1	3.3	10.5	-5.4	2.0	-29.5	-0.3	nt	2.5	-6.5	-3.6	-4.0
CCCCC(=O)N(C)c1c(CC)nc2c(OCc3cc(Cl)cc(Cl)c3)cccn12	nt	-29.3	4.4	14.6	8.6	9.9	5.0	-5.1	4.1	9.4	-15.4
CC(=O)c1ccc(OC2OCCOC2Oc2ccc(C(C)=O)cc2)cc1 (stereo not given)	3.6	11.2	16.3	-9.8	0.9	8.3	0.4	6.3	9.2	5.8	-24.6
CCn1c(SCc2ccc(C(=O)OC)o2)nnc1-c1c[nH]c2ccccc12	25.0	-10.5	-4.5	-20.4	-2.8	-22.5	4.2	4.1	4.6	15.4	0.5
O=C(NN1C(=O)c2ccc(-c3ccc4c(c3)C(=O)N(NC(=O)c3cccnc3)C4=O)cc2C1=O)c1cccnc1	-4.2	2.8	10.4	-11.4	27.8	-3.2	-31.9	-1.6	-10.0	4.8	9.7
Cc1ccc(SC[C@H](CC(C)C)N2CCN(CCc3ccccc3)CCC2=O)cc1	-6.6	-16.5	-25.3	13.8	-27.4	-43.5	-9.7	5.9	-11.1	-2.0	-1.7
COc1ccc(Cl)cc1NC(=O)NC(C)C(C)(C)C (stereo not given)	-4.9	11.4	11.0	-3.1	1.1	-6.7	5.7	-3.0	3.2	-10.8	0.6
O=C(Nc1ccccc1)C1CCCN1C(=O)Nc1ccccc1[N+](=O)[O-] (stereo not given)	-1.7	7.9	-1.8	-14.6	7.3	-7.8	-2.3	-8.0	-15.6	-3.7	10.2
N#C/C(=C\c1c[nH]c2ccccc12)C(=O)NC1CCCC1	-23.6	-21.1	-52.6	-35.3	-32.7	-87.5	-20.6	18.7	-55.4	-5.8	4.5
Cc1cc(OCCn2cc(/C(N)=N/O)c3ccccc32)ccc1Cl	-43.0	11.0	9.9	-1.0	11.3	1.5	-9.8	19.3	-7.6	-11.2	-6.1
